# Bioassay records (PubChem)
# ELG1 genotoxic: induces genotoxicity in HEK293T cells with luciferase-tagged ELG1; HEK293T ELG1-luciferase reporter, luminescence, 16 h; Potency, µM (doses to about 46 µM), for inactives: at the top dose activity change, positive = activation, actives largely listed as activators; actives 1.3% (n = 330,000); AID 504466; also: potency is read from the fitted curve at half-maximal effect; % of control where 0% means no effect; nearly all actives have a fitted effect of over 60% in size
#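 Genotoxic stress is detected as increased luminescence from luciferase-tagged ELG1 in HEK293T cells, measured with ONE-Glo after a 16 hr treatment at 37 °C.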
# Integrin act MD: activators of alpha7 integrin expression for muscular dystrophy; alpha7betagal myoblasts, beta-gal FDG fluorescence, 48 h; Potency, µM (doses to about 38.3 µM), for the others: top-dose activation, most hits filed as activators; actives 0.064% (n = 350,000); AID 624291;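 also: potency is read from the fitted curve at half-maximal effect; 100% = response of the positive control SU9516; nearly all actives have a fitted effect of over 60% in size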
#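 alpha7betagal+/- myoblasts (passage 13, 250/well) treated 48 h at 37C with compounds at 1:260 dilution of DMSO stock. Lysed, then beta-galactosidase activity read as FDG fluorescence (ex 480/em 540) after 30 min, with pre-read for autofluorescence.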
# Eya2 phos inh: blocks the phosphatase activity of human Eya2 | Potency, µM (doses to about 76.9 µM), for the others: top-dose activity, negative = inhibition, most hits filed as inhibitors | recombinant Eya2, OMFP fluorescence dephosphorylation (OMFP is methylfluorescein phosphate) | actives 0.006% (n = 330,000) | O00167; also: potency is read from the fitted curve at half-maximal effect; % is scaled to controls: 0 for no effect and ±100 for the full control effect
# Target sequence (O00167 whole entry, looked up): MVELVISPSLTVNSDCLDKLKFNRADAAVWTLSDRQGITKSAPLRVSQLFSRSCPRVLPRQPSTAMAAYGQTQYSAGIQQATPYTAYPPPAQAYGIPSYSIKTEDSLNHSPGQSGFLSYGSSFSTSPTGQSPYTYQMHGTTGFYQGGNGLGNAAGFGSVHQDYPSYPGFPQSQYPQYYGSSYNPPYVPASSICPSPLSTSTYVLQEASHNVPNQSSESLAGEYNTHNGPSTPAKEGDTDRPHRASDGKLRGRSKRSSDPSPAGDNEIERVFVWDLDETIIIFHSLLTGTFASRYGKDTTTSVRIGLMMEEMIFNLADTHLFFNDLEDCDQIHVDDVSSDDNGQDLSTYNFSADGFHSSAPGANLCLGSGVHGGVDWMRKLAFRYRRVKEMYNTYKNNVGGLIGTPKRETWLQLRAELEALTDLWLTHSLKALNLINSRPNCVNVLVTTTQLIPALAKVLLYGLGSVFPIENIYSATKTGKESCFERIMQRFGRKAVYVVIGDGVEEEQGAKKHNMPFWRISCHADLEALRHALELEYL
#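 Eya2 protein (added as 0.2 uM solution) was preincubated with compound for 10 min at ambient temperature in 50 mM HEPES pH 7.5, 50 mM NaCl, 5 uM MgCl2, 0.05% BSA, 1 mM DTT. OMFP (added at 50 uM) then reacted 10 min; fluorescence read at 485/525 nm.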
# p53 reactivator: re-activators of mutant p53 | Potency, µM (titrated, usually from 92.2 µM), inactives show top-dose activity change, positive = activation, usual class: activators | AID 504706 | actives 0.063% (n = 320,000) | H1299 p53-A138V BP100-luciferase reporter, luminescence, 24 h; also: potency is read from the fitted curve at half-maximal effect; % of control where 0% means no effect; nearly all actives have a fitted effect of over 45% in size
#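 p53-null H1299 cells stably carrying temperature-sensitive p53-A138V and a BP100-luciferase reporter were pinned with compounds (4-point, 1:5 series) and held 24 hrs at 37 deg C. Luminescence was read 10 min after detection reagent.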
# USP2a block: blocks human ubiquitin-specific protease USP2a; actives 0.01% (n = 330,000); USP2 core, Ub-CHOP2 coupled fluorogenic reporter, 485/531; Potency, µM (top dose mostly 38.3 µM), without a hit: top-dose activity change, negative = inhibition, hits mostly inhibitors;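 also: potency is read from the fitted curve at half-maximal effect; plate controls were DMSO wells for no effect and full inhibition by NEM control for full effect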
#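 Cell-free coupled assay: 10nM USP2 core preincubated 30min RT with compound in Tris-HCl pH 8.0/CaCl2/CHAPS buffer, then 25nM Ub-CHOP2 and 25nM reporter substrate; fluorescence (Ex 485/Em 531) read after 60min RT, normalized to NEM inhibition, concentration-response curves fitted.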
# uPA surface inh: cell surface uPA generation inhibition | cell surface uPA generation assay, qHTS | Potency, µM (highest dose often 38.3 µM), without a hit: at the highest dose activity change, negative = inhibition, most hits filed as inhibitors | actives 0.31% (n = 330,000) | AID 540303; active = well fitted inhibition curve with a large enough effect; inconclusive = small, poorly fitted or top-dose-only effect; inactive = no such curve, though single readings can be large or run the other way; tested in mouse RAW 264.7 cells; also: potency is read from the fitted curve at half-maximal effect; % is scaled to controls: 0 for no effect and ±100 for the full control effect; nearly all actives have a fitted effect of over 55% in size
# BRCA1 expr up: activators of BRCA1 expression; AID 624202; Potency, µM (doses to about 46.1 µM), for the others: at the top dose activation, hits mostly activators; MCF7-BRCA1-FFLuc reporter, luminescence, 48 h; response scale: scaled: vehicle 0%, 10 µM genistein 100%; actives 1.1% (n = 380,000); also: potency is read from the fitted curve at half-maximal effect; nearly all actives have a fitted effect of over 80% in size; some results filed as inactive show a strong effect at the top dose
#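 48 h compound treatment of MCF7-BRCA1-FFLuc cells (phenol-red free MEM, 37 °C), then 15 min with luciferase substrate and luminescence imaging.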
# TRPV1 ag: human TRPV1 agonism. TRPV1-expressing cells, Fluo-8 calcium influx, agonist mode. actives 0.19% (n = 320,000). Q8NER1. AID 540275. activation, % at 8.33 µM; in the data active = activation above about 80%; inconclusive = between about 30% and that limit; also: 0% is about no effect
#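 Fluo-8 calcium influx in TRPV1-expressing cells, kinetic read (ex 480/em 520 nm). Compound added and read 3 min for agonist activity, followed by capsaicin at EC20 final and 2 min further read for enhancement.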
# B2AR arrestin: recruits beta-arrestin to the human beta2-adrenergic receptor; P07550; beta-arrestin recruitment to beta2AR, cell-based reporter; Potency, µM (highest dose often 46.1 µM), without a hit: at the highest dose activation, most hits filed as activators; actives 0.02% (n = 330,000);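 also: potency is read from the fitted curve at half-maximal effect; 0% = DMSO controls and full agonism = EC100 isoproterenol or metaproterenol; nearly all actives have a fitted effect of over 65% in size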
# S-ASM inh: human S-ASM enzyme inhibition; AID 504937; actives 0.006% (n = 340,000); placental ASM, HMU-PC fluorogenic substrate, 60 min; Potency, µM (top dose mostly 57.5 µM), inactives show at the highest dose activity change, negative = inhibition, hits mostly inhibitors; P17405; also: potency is read from the fitted curve at half-maximal effect
# Target sequence (P17405 47-631 limits assumed): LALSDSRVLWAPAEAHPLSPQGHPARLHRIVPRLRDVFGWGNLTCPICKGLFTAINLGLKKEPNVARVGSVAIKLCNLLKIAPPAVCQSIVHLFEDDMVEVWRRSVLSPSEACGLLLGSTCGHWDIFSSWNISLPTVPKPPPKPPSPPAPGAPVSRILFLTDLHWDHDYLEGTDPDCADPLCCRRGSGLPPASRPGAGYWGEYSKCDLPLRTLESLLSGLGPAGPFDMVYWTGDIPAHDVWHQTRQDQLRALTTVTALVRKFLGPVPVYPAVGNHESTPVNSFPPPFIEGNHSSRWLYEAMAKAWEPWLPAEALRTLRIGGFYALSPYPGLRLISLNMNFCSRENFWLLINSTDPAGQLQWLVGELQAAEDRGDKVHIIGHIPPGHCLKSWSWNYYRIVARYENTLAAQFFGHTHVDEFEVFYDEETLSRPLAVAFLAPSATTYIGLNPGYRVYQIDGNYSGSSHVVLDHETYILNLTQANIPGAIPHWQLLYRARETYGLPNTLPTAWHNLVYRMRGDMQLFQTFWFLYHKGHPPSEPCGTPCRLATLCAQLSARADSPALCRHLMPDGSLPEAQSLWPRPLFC
#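 Human placenta-derived ASM preincubated with compound 10 min at room temperature, then reacted with 9 uM (final) fluorogenic HMU-PC substrate for 60 min at 37 C. Stop solution raises pH to 10; fluorescence read at Ex 386/Em 447 nm.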
# PTAP TSG101 blk: blocks PTAP/TSG101 interaction to inhibit HIV-1 budding | Q99816 | Potency, µM (series often up to 115 µM), for the others: top-dose activity change, negative = inhibition, actives largely listed as inhibitors | Fluorescence polarization, FITC-PTAP peptide / Tsg101 binding | AID 493005 | 340,000 tested, under 10 active; active = well fitted inhibition curve with a large enough effect in the main read-out, with a control signal flat, not every such curve was filed as active; inconclusive = small, poorly fitted or top-dose-only effect, or effect the other way, or a change in a side signal; inactive = no such curve, though single readings can be large or run the other way; also: potency is read from the fitted curve at half-maximal effect; % of control where 0% means no effect
#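 Tsg101 binding domain (10 uM final) was mixed with compound and a FITC-labeled PTAP peptide (50 nM final) in HEPES pH 7.5 buffer with NaCl, Tween 20, EDTA and TCEP; fluorescence polarization was read after 20 min at r.t.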
# Starred values were filed as active, the others as inactive; ? = inconclusive; / = no result given; [ ] = another dose, or the depositor's remark. Unless noted, calls follow the shape of the dose curve; as a rule, active = well fitted curve in the direction sought with a large enough effect; inconclusive = small, poorly fitted or top-dose-only effect, or another doubt; inactive = no such curve, though single readings can be large; an effect the other way counts as inactive or inconclusive.
SMILES,ELG1 genotoxic,Integrin act MD,Eya2 phos inh,p53 reactivator,USP2a block,uPA surface inh,BRCA1 expr up,TRPV1 ag,B2AR arrestin,S-ASM inh,PTAP TSG101 blk
Cc1cc(N)n(-c2cc(C)c3ccccc3n2)n1,?,-9.8%,-7.1%,-1.5%,1.6%,-12.8%,3.2%,1.4,0.0%,-2.0%,-6.8%
C=CCc1cc(C=O)cc(OCC)c1OCc1ccc(Cl)cc1,-5.0%,5.3%,-5.3%,-0.4%,2.1%,6.2%,-17.9%,0.2,-0.5%,-6.7%,2.2%
Cc1ccc(S(=O)(=O)N2CCN(C(=O)c3c(-c4ccccc4)noc3C)CC2)cc1C,-16.1%,25.8%,-4.2%,4.7%,0.2%,-1.0%,-9.8%,1.0,-0.3%,18.3%,-1.6%
CN(CC(=O)Nc1ccc(Cl)c(C(F)(F)F)c1)C(=O)c1cnccn1,-1.7%,-16.0%,5.2%,-4.1%,0.7%,-2.5%,-9.6%,/,-0.5%,-6.4%,-1.7%
Cc1cccc(C(=O)OC(C)C(=O)N2CCN(Cc3ccccc3)CC2)c1 (stereo unspecified),-6.4%,-2.2%,-30.4%,-7.4%,0.6%,2.7%,-14.4%,-1.7,-0.1%,-0.1%,2.4%
CCOC(=O)C(=CNc1cc(C)ccc1C)C(=O)OCC,0.1%,-24.8%,-6.3%,16.0%,-0.8%,-5.0%,-35.6%,21.0,-0.1%,-7.4%,0.8%
CCOC(=O)c1cnc2c(ccc3ccccc32)c1NCCN(C)C,1.9%,-44.2%,8.6%,/,-1.4%,?,40.9%,10.2,-0.6%,102.6%[activator],1.0%
Cc1nnc(SCC(=O)NCCC2=CCCCC2)[nH]c1=O,2.8%,-17.9%,-19.5%,4.6%,-3.7%,-26.5%,1.0%,/,0.1%,1.4%,-0.4%
O=C(CN1C(=O)NC2(CCCC2)C1=O)NCCc1ccc(Cl)cc1Cl,2.5%,-2.9%,-0.1%,-5.4%,2.9%,4.2%,-4.1%,2.9,-0.5%,3.5%,-6.1%
O=C(CNC(=O)c1ccncc1)N/N=C/c1cc(Br)ccc1OCc1ccccc1,-0.1%,-21.2%,-12.6%,15.7%,-0.9%,3.0%,13.4%,0.1,-0.1%,-12.6%,0.3%
Cc1ccc(N(C(=O)c2snc(C(N)=O)c2N)C(C(=O)NC2CCCC2)c2ccco2)cc1 (stereo unspecified),-6.0%,28.2%,4.0%,-5.2%,-7.2%,5.1%,-19.5%,0.7,0.2%,235.3%[activator],-6.6%
CCOC(=O)c1c(NC(=O)CC)sc(C(=O)NC2CCCC2)c1C,7.1%,-13.3%,0.0%,6.4%,-3.9%,-8.9%,70.8%,3.0,-0.4%,-5.2%,0.5%
CCOC(=O)C1=C(CS(=O)(=O)c2ccccc2)NC(=O)NC1c1ccc(OC)c(OC)c1 (stereo unspecified),0.0%,15.2%,-29.0%,-0.2%,0.8%,-4.2%,-1.4%,/,0.0%,-0.8%,-10.5%
COc1ccc(CC(=O)NCc2nnc(SCCOc3ccccc3)n2C)cc1,-14.0%,-18.9%,0.2%,-15.7%,2.0%,2.6%,-0.9%,-9.0,-0.1%,-2.8%,0.9%
Cc1nn(Cc2cccc(C(=O)NC3CCCCC3)c2)c(C)c1Cl,-5.0%,-11.7%,-0.8%,4.9%,0.4%,5.6%,5.3%,10.7,0.1%,-1.5%,-4.4%
O=C(COc1ccc2ccc(=O)oc2c1)N1CCc2ccccc21,7.0%,-16.7%,-23.3%,2.5%,4.0%,-5.1%,96.8%,27.6,-0.2%,20.1%,-3.9%
Cc1ccc([N+](=O)[O-])c(-c2n[nH]c(=S)n2-c2cccc(Cl)c2)c1,1.3%,22.2%,-2.4%,-2.7%,-0.5%,-6.8%,-16.9%,-2.8,0.4%,-6.5%,1.5%
CCc1ccc(N2CC(C(=O)Nc3cccc(C(=O)NC4CC4)c3)CC2=O)cc1 (stereo unspecified),3.6%,-1.6%,0.0%,?,-1.4%,16.4%,-14.0%,-2.3,-0.7%,-0.6%,0.8%
Cc1cc(C)cc(NS(=O)(=O)c2c(C(=O)N3CCCCCC3)c(C)n(C)c2C)c1,-1.8%,0.3%,0.0%,-12.3%,2.0%,-1.7%,-24.7%,1.8,0.1%,4.3%,-1.3%
CCn1cc(/C=N/NS(=O)(=O)c2ccc(C)cc2)c(C)n1,-9.2%,?,32.2%,-2.6%,0.4%,-3.2%,7.7%,-4.5,-2.2%,4.2%,-4.9%
Cc1ccc(S(=O)(=O)NC(C)C(=O)N2CCOCCOCCOCC2)cc1 (stereo unspecified),-0.4%,4.9%,8.2%,4.5%,-0.1%,-3.3%,0.2%,-2.9,-0.3%,-3.4%,2.9%
O=C(CCN1C(=O)c2ccccc2C1=O)N1CCN(c2ccccn2)CC1,0.5%,-10.7%[7.66 µM],6.7%,-1.6%,2.2%,/,6.0%,-3.0,-1.1%,5.9%,-5.6%
COc1ccc(-c2cc(CNS(=O)(=O)c3cc(OC)ccc3OC)on2)cc1,0.3%,4.4%,12.2%,-10.5%,2.6%,4.7%,-23.0%,-2.5,2.8%,-2.7%,-2.1%
CCCOc1ccc(OCCCCNC(C)CC)cc1 (stereo unspecified),-0.5%,4.5%,3.7%,-2.9%,-5.0%,0.8%,-12.9%,3.4,0.2%,3.5%,-5.2%
CON(C)C(=O)CCN(Cc1ccccc1)C(=O)OC(C)(C)C,-0.1%,10.5%,2.7%,-2.7%,3.4%,0.1%,-0.8%,/,0.3%,3.7%,-1.1%
SMILES,ELG1 genotoxic,Integrin act MD,Eya2 phos inh,p53 reactivator,USP2a block,uPA surface inh,BRCA1 expr up,TRPV1 ag,B2AR arrestin,S-ASM inh,PTAP TSG101 blk
OCCOc1ccc(C2=NCCO2)cc1,?,-5.1%,4.1%,8.7%,1.1%,/,16.8%,-0.6,0.2%,3.7%,-17.1%
Cc1c(C(=O)OCc2ccccc2)[nH]c2c1C(=O)CC(c1ccco1)C2 (stereo unspecified),21.8%,?,1.0%,14.6%,-0.6%,1µM*,-34.9%,?,0.1%,0.2%,0.4%
Cc1ccc(NN=C2c3ccccc3-c3ccccc32)cc1,?,-5.1%,-19.0%,?,1.1%,5.1%,14.8%,5.7,-0.3%,-25.1%,-6.3%
CCn1c(CC(=O)Nc2ccc(F)cc2)nnc1SCC(=O)NC1CCCC1,2.0%,0.0%,-19.5%,2.5%,0.8%,0.0%,11.3%,-1.5,-0.3%,0.8%,-7.4%
COc1ccc(S(=O)(=O)Nc2ccc(N3CCOCC3)cc2)cc1[N+](=O)[O-],-10.8%,5.8%,-12.4%,10.5%,-0.9%,0.9%,8.6%,0.4,0.0%,5.4%,-3.2%
CC(C)c1ccc(OCC(=O)NC2CCCC2)cc1,5.0%,-19.0%,?,-13.5%,-5.4%,-2.7%,59.8%,?,-0.6%,-0.5%,-1.1%
S=c1[nH]nc(C2CCCCC2)n1/N=C/C=C/c1ccccc1,-4.7%,-28.9%,-16.0%,-2.0%,0.9%,1.7%,-35.2%,9.2,0.3%,-7.1%,-2.9%
Cc1ccc(O)c(NC(=O)CSc2n[nH]c(C)c2[N+](=O)[O-])c1,-3.4%,-24.7%,-18.1%,9.1%,1.5%,-13.3%,-42.6%,-2.6,-0.1%,-2.5%,-1.2%
S=c1nc(C23CC4CC(CC(C4)C2)C3)[nH][nH]1,3.0%,11.5%,3.6%,1.8%,0.3%,13.0%,-11.0%,-5.8,0.5%,3.5%,-0.1%
N=C(N)Cc1ccccc1Sc1ccccc1,-11.3%,-43.5%,5.1%,-10.4%,0.4%,-5.6%,-29.7%,0.2,6.0%,2.9%,-0.4%
C=CSc1sc(Cl)c(N2CCOCC2)c1[N+](=O)[O-],-0.7%,-52.0%[inhibitor],0.9%,?,1.5%,-6.1%,-62.7%,4.2,0.1%,-7.1%,0.8%
Cc1cc(/C=N/N2CCN(C)CC2)c(C)n1-c1ccc(Cl)cc1,-3.8%,-26.8%,-1.7%,-5.1%,1.7%,1.8%,-16.8%,/,-0.3%,-4.7%,-2.9%
COc1ccc(NC(=O)COC(=O)CCOc2ccccc2C)cc1Cl,-0.2%,?,-21.0%,5.5%,1.7%,1.6%,-18.3%,?,-0.3%,-5.9%,0.7%
COc1cc2c(cc1OC)[C@@H](NC(=O)CCc1ccccc1)[C@H](O)C2,9.3%,-13.0%,1.6%,2.6%,2.0%,3.2%,-11.8%,/,-0.1%,0.5%,-2.9%
